High-throughput results deposited in PubChem by National Center for Advancing Translational Sciences (NCATS).
IL-2 act: activates IL-2 in a cell-based reporter assay; IL-2 activation reporter assay, cell-based qHTS; stimulated with anti-CD3/CD4/CD28 beads; in transgenic mouse T cells; 360,000 tested, 0.065% active; activation, % (series mostly up to about 46 µM); in the data active = activation above about 50%; inconclusive = mostly about 30% to 49%; also: 0% is about no effect
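Readout is EGFP and DsRed signal by fluorescent plate cytometry after 18 h at 37 degrees C. Transgenic mouse T cells (750/well) received compound for 60 min before bead stimulation (anti-CD3, anti-CD4, anti-CD28); memory T cells served as non-tolerant control.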
HepG2 viability: kills HepG2 cells in TGF-b inhibitor counter-screen. Potency, µM (titrated, usually from 46.1 µM), inactives show at the top dose activity change, negative = cytotoxicity, actives largely listed as cytotoxic. HepG2 CAGA-GFP viability, ATP luminescence, 18 h. 410,000 tested, 0.76% active. AID 588856; also: potency is read from the fitted curve at half-maximal effect; some results filed as inactive show a strong effect at the top dose
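HepG2 CAGA-GFP cells (1000/well, DMEM with 1% FBS) received compound, then TGF-beta at 500 pg/mL final, and were incubated 18 hours at 37 degrees C. Viability was read by CellTiter-Glo luminescence. Media-only wells were set as complete cell-killing and DMSO as no toxicity.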
ATXN2 expr inh: reduces ATXN2 reporter expression in HEK-293 cells; HEK-293 ATXN2-luciferase reporter, luminescence, 24 h; Potency, µM (highest dose often 57 µM), for the others: at the highest dose activity change, negative = inhibition, most hits filed as inhibitors; 360,000 tested, 0.72% active; also: potency is read from the fitted curve at half-maximal effect; % is scaled to controls: 0 for no effect and ±100 for the full control effect; nearly all actives have a fitted effect of over 55% in size
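qHTS (up to 57 uM final) was run with 24 h compound exposure of reporter cells at 37 °C. Each well was multiplexed: SteadyGlo luminescence measured ATXN2-luciferase expression after a fluorogenic Gly-Phe-AFC viability readout (25 uM final).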
Nrf2 ARE act: activators of Nrf2 (ARE) signaling. 410,000 tested, 0.31% active. AREc32 ARE-luciferase reporter (MCF7-derived line), luminescence, 24 h. Potency, µM (doses to about 46.1 µM), without a hit: at the top dose activation, hits mostly activators; also: potency is read from the fitted curve at half-maximal effect; % of control where 0% means no effect; nearly all actives have a fitted effect of over 65% in size
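Luciferase luminescence (Steady-Glo, 30 min at room temperature) served as the read-out of ARE activation in AREc32 cells treated with compounds for 24 hr at 37 deg C.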
EPAC2 ag: agonists of human EPAC2 (RAPGEF4); EPAC2 activation, biochemical qHTS; response scale: 100% = 6.5 mM cAMP response; Potency, µM (highest dose often 154 µM), inactives show at the highest dose activation, actives largely listed as activators; 360,000 tested, 0.079% active; also: potency is read from the fitted curve at half-maximal effect; nearly all actives have a fitted effect of over 50% in size
Target sequence (Q8WZA2 whole entry, looked up): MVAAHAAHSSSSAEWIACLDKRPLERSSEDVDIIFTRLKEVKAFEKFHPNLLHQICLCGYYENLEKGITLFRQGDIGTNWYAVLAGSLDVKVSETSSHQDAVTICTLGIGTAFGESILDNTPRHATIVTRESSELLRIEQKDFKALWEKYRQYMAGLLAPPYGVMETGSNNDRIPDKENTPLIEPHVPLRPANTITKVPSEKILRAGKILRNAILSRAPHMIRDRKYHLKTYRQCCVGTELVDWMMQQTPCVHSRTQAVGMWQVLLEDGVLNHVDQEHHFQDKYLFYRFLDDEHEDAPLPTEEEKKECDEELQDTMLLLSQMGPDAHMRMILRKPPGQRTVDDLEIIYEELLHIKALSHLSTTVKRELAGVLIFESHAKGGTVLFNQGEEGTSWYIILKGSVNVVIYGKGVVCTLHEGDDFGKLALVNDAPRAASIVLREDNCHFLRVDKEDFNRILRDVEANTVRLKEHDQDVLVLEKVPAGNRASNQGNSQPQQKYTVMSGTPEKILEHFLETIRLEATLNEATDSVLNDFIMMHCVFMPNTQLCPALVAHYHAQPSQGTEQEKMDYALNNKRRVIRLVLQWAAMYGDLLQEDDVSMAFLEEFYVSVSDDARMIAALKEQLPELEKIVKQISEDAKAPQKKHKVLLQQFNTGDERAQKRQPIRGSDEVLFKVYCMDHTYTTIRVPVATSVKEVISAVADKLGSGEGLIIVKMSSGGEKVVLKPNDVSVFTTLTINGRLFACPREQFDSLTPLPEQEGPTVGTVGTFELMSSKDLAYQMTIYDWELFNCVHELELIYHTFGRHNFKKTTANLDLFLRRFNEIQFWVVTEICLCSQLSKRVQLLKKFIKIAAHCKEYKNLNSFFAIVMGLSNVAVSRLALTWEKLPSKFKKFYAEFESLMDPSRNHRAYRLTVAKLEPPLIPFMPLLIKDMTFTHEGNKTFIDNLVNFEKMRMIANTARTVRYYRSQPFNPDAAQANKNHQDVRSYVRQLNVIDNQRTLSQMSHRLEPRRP
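Compounds were added across a concentration range to EPAC2 (100 nM), RAP1B-BODIPY-GDP (250 nM) and GDP (50 uM). After 5 min at room temperature, fluorescence was recorded at 5-min intervals for 30 min.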
A549 viability: kills or reduces viability of A549 cells in Nrf2 counter-screen. A549 ARE-Fluc cells, CellTiter-Fluor viability, 18-24 h. Potency, µM (doses to about 46 µM), for inactives: at the top dose activity change, negative = cytotoxicity, hits mostly inhibitors. 390,000 tested, 0.16% active. AID 504648; also: potency is read from the fitted curve at half-maximal effect; % is scaled to controls: 0 for no effect and ±100 for the full control effect
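Cytotoxicity counterscreen: CellTiter-Fluor fluorescence was measured in A549 ARE_Fluc cells after 18-24 h of compound exposure in a concentration series. The subsequent BugLite luminescent read reports ARE-luciferase activity.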
Nrf2 inh: Nrf2 pathway inhibition; A549 ARE-Fluc reporter, luciferase luminescence, 18-24 h; Potency, µM (doses to about 46 µM), for the others: at the highest dose activity change, negative = inhibition, hits mostly inhibitors; 360,000 tested, 2.1% active; AID 504444; also: potency is read from the fitted curve at half-maximal effect; % is scaled to controls: 0 for no effect and ±100 for the full control effect; nearly all actives have a fitted effect of over 60% in size
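Nrf2 activity is the BugLite luminescence, read 15 min after reagent at room temperature, following CellTiter-Fluor cytotoxicity readout (30 min, 37C). Compound titrations were applied for 18-24 h to 5000 A549 ARE_Fluc cells/well in 5% FBS OPTI-MEM.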
TGFb inhibitor: TGF-b pathway inhibition; HepG2 CAGA-GFP TGF-b/SMAD3 reporter, GFP fluorescence, 18 h; TGF-beta stimulated, 500 pg/mL final; Potency, µM (highest dose often 46.1 µM), without a hit: top-dose activity, negative = inhibition, hits mostly inhibitors; 410,000 tested, 1.2% active; AID 588855; also: potency is read from the fitted curve at half-maximal effect; % is scaled to controls: 0 for no effect and ±100 for the full control effect; nearly all actives have a fitted effect of over 65% in size
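HEPG2 CAGA-GFP reporter cells (1000/well, DMEM with 1% FBS) received compounds, then recombinant TGF-beta at 500 pg/mL final for 18 hours at 37 degrees C. Per-cell GFP summed per well was normalised to unstimulated and stimulated DMSO controls before curve fitting.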
S2 tox: cell viability loss in ATXN counter-screen. Potency, µM (top dose mostly 56.7 µM), most hits filed as cytotoxic. S2 cells (HEK-293 line with an ATXN2-luciferase reporter) viability, CellTiter-Fluor protease fluorescence, 24 h. 400,000 tested, 0.49% active. AID 651635; also: potency is read from the fitted curve at half-maximal effect; nearly all actives have a fitted effect of over 40% in size
* marks the source's active call; other numbers are inactive results; i = inactive; ? = inconclusive; nt = not tested or not shown; [ ] = remark or other dose. Unless noted, calls follow the shape of the dose curve; as a rule, active = well fitted curve in the direction sought with a large enough effect; inconclusive = small, poorly fitted or top-dose-only effect, or another doubt; inactive = no such curve, though single readings can be large; an effect the other way counts as inactive or inconclusive.

#	smiles	IL-2 act	HepG2 viability	ATXN2 expr inh	Nrf2 ARE act	EPAC2 ag	A549 viability	Nrf2 inh	TGFb inhibitor	S2 tox
1	C#CCOCCOCCOCCNc1nc(N2CCN(C(=O)C(Cc3cc4ccccc4[nH]3)n3cc(C(N)Cc4ccc(O)cc4)nn3)CC2)nc(N2CCN(C(=O)C(Cc3cc4ccccc4[nH]3)n3cc(C(N)Cc4ccc(O)cc4)nn3)CC2)n1 (configuration not stated)	0.2	1%	?	0.1%	0%	?	-1%	-16%	32µM*
2	CC1CCCCN1C(=O)CSc1nnc2ccccn12 (configuration not stated)	0.7	-12%	4%	0.1%	11%	-7%	1%	-8%	i
3	CCCOc1ccc(N2C(=O)CC(N(O)c3ccccc3)C2=O)cc1 (configuration not stated)	-1.9	-22%	12%	5.3%	3%	-11%	-23%	-7%	i
4	COc1ccc(S(=O)(=O)NCC(c2ccc(N(C)C)cc2)N2CCCC2)cc1F (configuration not stated)	nt	-16%	-9%	3.3%	nt	0%	nt	3%	i
5	O=C(NNC(=O)c1ccc2ccccc2c1)c1ccc(Cl)cc1	-0.2	-5%	-12%	0.5%	6%	3%	0%	-3%	i
6	CN(c1ccccc1)S(=O)(=O)c1cccc(NC(=O)CSc2nccc(=O)[nH]2)c1	-3.7	3%	-3%	0.0%	2%	8%	-1%	?	i
7	Cn1c(SCc2nc3ccccc3c(=O)[nH]2)nnc1-c1ccco1	-2.8	-2%	6%	0.0%	6%	1%	-20%	4%	i
8	CN(CCc1ccccc1)C(=O)c1cccc(NC(=O)Cc2cccc(NC(=O)C3CCN(C(=O)C4CCCC4)CC3)c2)c1	4.9	-20%	-13%	3.3%	9%	4%	?	?	i
9	Cc1ccccc1NC(=O)Cn1nc(C(F)(F)F)cc1C1CC1	-0.7	0%	-5%	0.2%	4%	3%	-25%	-11%	i
10	Cc1nn(Cc2ccccc2Cl)c(C)c1NC(=O)CCCn1nc(C)c([N+](=O)[O-])c1C	-2.2	-15%	-8%	0.2%	6%	4%	12%	-23%	i
11	O=C(COC(=O)c1ccc(Cl)nc1)Nc1nnc(-c2ccccc2)o1	-0.2	-2%	6%	0.3%	12%	-1%	-16%	0%	i
12	COCC(C)n1c(C)cc(C(=O)COc2ccc(S(=O)(=O)N3CCOCC3)cc2Cl)c1C (configuration not stated)	1.8	2%	1%	0.2%	4%	-1%	?	10%	i
13	O=C(O)C(c1ccccc1)C1CCCCC1O (configuration not stated)	-0.2	-4%	-5%	-0.8%	11%	-4%	1%	0%	i
14	CCc1cc2c(SC(C)C(=O)NC3CCCC3)ncnc2s1 (configuration not stated)	-0.7	-25%	-15%	2.9%	8%	-9%	-8%	8%	i
15	O=C(CN(C(=O)c1csnn1)c1ccc(F)c(Cl)c1)NCc1ccc2c(c1)OCO2	-0.8	-2%	-8%	3.3%	3%	-1%	0%	1%	i
16	CCCn1cnc2cc(NCc3cccc(OC)c3)ccc21	-2.7	-17%	32%	1.8%	10%	-10%	13%	-20%	i
17	Cc1cc(N2CCCC2)ccc1NC(=O)COc1ccccc1	2.6	-1%	8%	2.0%	-2%	2%	4%	-14%	i
18	COc1cccc(-n2nnc3c(=O)n(Cc4ccc(F)cc4)cnc32)c1	-2.0	4%	4%	-0.3%	-5%	1%[1.84 µM]	-7%	-2%	i
19	C=CCNC(=S)N1CCN(c2ncc3c(=O)c(C(=O)O)cn(CC)c3n2)CC1	-1.2	10%	4%	0.1%	4%	-3%	13%	0%	i
20	CCCn1c(SCC(=O)NCc2ccc(C)cc2)n[nH]c1=O	-1.2	-8%	9%	-0.1%	8%	-8%	1%	18%	i

Values in list order from above:
Entries 1–9 in Nrf2 ARE act: 0.1%, 0.1%, 5.3%, 3.3%, 0.5%, 0.0%, 0.0%, 3.3%, 0.2%
Entries 1–9 in A549 viability: ?, -7%, -11%, 0%, 3%, 8%, 1%, 4%, 3%

Returning to the listing, starting five compounds before the break.
#	smiles	IL-2 act	HepG2 viability	ATXN2 expr inh	Nrf2 ARE act	EPAC2 ag	A549 viability	Nrf2 inh	TGFb inhibitor	S2 tox
16	CCCn1cnc2cc(NCc3cccc(OC)c3)ccc21	-2.7	-17%	32%	1.8%	10%	-10%	13%	-20%	i
17	Cc1cc(N2CCCC2)ccc1NC(=O)COc1ccccc1	2.6	-1%	8%	2.0%	-2%	2%	4%	-14%	i
18	COc1cccc(-n2nnc3c(=O)n(Cc4ccc(F)cc4)cnc32)c1	-2.0	4%	4%	-0.3%	-5%	1%[1.84 µM]	-7%	-2%	i
19	C=CCNC(=S)N1CCN(c2ncc3c(=O)c(C(=O)O)cn(CC)c3n2)CC1	-1.2	10%	4%	0.1%	4%	-3%	13%	0%	i
20	CCCn1c(SCC(=O)NCc2ccc(C)cc2)n[nH]c1=O	-1.2	-8%	9%	-0.1%	8%	-8%	1%	18%	i
21	COc1cc(-c2cc(C(=O)Nc3ccc(S(N)(=O)=O)cc3)c3ccccc3n2)cc(OC)c1OC	0.3	-17%	-19%	2.3%	5%	-1%	0%	-3%	i
22	CC(C)(C)OC(=O)CC[C@@H](C(=O)N1CCN(C(=O)OC(C)(C)C)CC1)n1cc(C(Cc2ccc(O)cc2)NC(=O)OC(C)(C)C)nn1 (some centres not stated)	-0.1	-20%	-4%	0.7%	-15%	-12%	?	?	i
23	CCc1nc2c(OCCOc3ccccc3)cccn2c1N(C)C(=O)c1ccccc1F	-0.7	1%	-22%	-0.2%[9.22 µM]	13%	nt	nt	6%	i
24	Cc1c(O)cc2c(c1O)C(=O)CC(c1ccc(O)cc1)O2 (configuration not stated)	2.3	-13%	2%	6.8%	-2%	2%	5%	2%	i
25	CC1(C(=O)Nc2nc3ccccc3s2)CC1(Br)Br (configuration not stated)	-2.8	-12%	16%	8.1%	9%	5%	?	2%	i
26	COc1ccc(CN2CCNC(=O)C2CC(=O)NCC2CCOCC2)c(F)c1 (configuration not stated)	-3.8	0%	-8%	-0.2%	6%	-3%	8%	3%	i
27	Cc1cc2c(=O)oc(-c3ccc(Br)cc3)nc2s1	-3.3	0%	12%	3.6%	9%	1%	3%	12%	i
28	CN(C(=O)CSc1nnc(-c2ccc(Cl)cc2)n1C)C1CCS(=O)(=O)C1 (configuration not stated)	0.1	1%	1%	-1.5%	-1%	0%	6%	0%	i
29	COc1ccccc1NS(=O)(=O)c1cc(NC(=O)CCNC(C)=O)ccc1N1CCCCC1	2.5	8%	-2%	0.1%	16%	-3%	2%	-9%	i
30	O=C(CNc1cccc(F)c1)N1CCc2ccccc2C1	1.3	-2%	50%[activator]	3.7%	12%	0%	?	-8%	i
31	COCCCN1CC23C=CC(O2)C(C(=O)OC)C3C1=O (configuration not stated)	-1.7	-17%	-6%	0.2%	4%	-15%	-4%	9%	i
32	Cc1cc(C)cc(S(=O)(=O)c2cn(C)c3cc(N4CCN(C)CC4)c(F)cc3c2=O)c1	0.6	-6%	nt	-0.4%	-1%	?	-13%	0%	i
33	C/C(=N\NC(=O)CSc1nc2ccccc2s1)c1cccnc1	-1.7	-8%	-16%	-0.6%	3%	3%	?	?	i
34	Cc1cc(C)nc(SCC(=O)OCC(=O)Nc2ccccc2)n1	1.8	1%	-6%	0.1%	3%	-7%	6%	0%	?
35	Cc1ccc(S(=O)(=O)N2CCN(C(=O)c3n[nH]c(=O)c4ccccc34)CC2)cc1	0.0	7%	-14%	-0.8%	-1%	8%	25%	12%	i
36	CC(Oc1ccc(Br)cc1)C(=O)Nc1ccc(S(=O)(=O)NC2=NCCCCC2)cc1 (configuration not stated)	1.6	-20%	-21%	3.8%	6%	-6%	?	?	?
37	COc1ccc(NC(=O)COC(=O)C23CCC(=O)N2c2ccccc2S3)cc1 (configuration not stated)	-0.4	20%	8%	0.1%	5%	nt	11%	-1%	i
38	O=C(CCS(=O)(=O)c1cccc2nonc12)Nc1cccc(F)c1	nt	-2%	-11%	4.7%	nt	-9%	8%[9.27 µM]	-10%	i
39	O=C1c2ccccc2-c2nnc(-c3ccccc3)cc21	1.4	-33%	?	8.2%	7%	0%	?	10%	?
40	Cn1c(CNC(=O)CNC(=O)c2cccc(F)c2)cc(=O)n(C)c1=O	-0.1	15%	-3%	-0.8%	3%	0%	0%	-2%	i
41	CCCNC(=O)COC(=O)c1cc(SC)ccc1Cl	2.1	-4%	-9%	0.6%	10%	-1%	12%	0%	i
42	CCC(=O)Nc1ccc(Cl)c(-c2nc3ncccc3o2)c1	0.8	8%	24%	0.5%	5%	-2%	-27%	-12%	i
43	CCC1(c2ccc(F)cc2)NC(=O)N(CC(=O)NCc2ccc(F)cc2)C1=O (configuration not stated)	25	7%	-3%	-0.7%	5%	-7%	-3%	-10%	i
44	O=c1sc2ccccc2c(=O)n1Cc1ccccc1F	-0.3	-14%	6%	-0.5%	5%	1%	24%	-17%	i
45	Oc1c(C(c2ccccc2F)N2CCCCC2)sc2nc(-c3ccco3)nn12 (configuration not stated)	nt	-1%	2%	8.5%	nt	12%	nt	-11%	i
46	CN(C)CCSc1nc(O)c(-c2ccccc2)c(=O)n1-c1ccccc1	1.1	20%	9%	-0.5%	5%	0%	-17%	-6%	i
